# CRFBP-R2 agonist = CRF-BP/CRF-R2 complex agonism; AID 588473; 350,000 tested, 0.46% active; HEK293 CRF-R2/CRF-BP, calcium dye fluorescence (FLIPR); percent of saturating CRF peptide response; activation, % at 13.2 µM;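 active = activation of at least 50%, plus an integration ratio under a set limit after plate pattern correction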;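 also: plate controls were neutral control wells without compound for no effect and CRF at EC100 for full effect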
# M4 ag = CHRM4 agonism in calcium assay; activation, % at 3 µM; P08173; CHO-K1 hM4/Gqi5, Fluo-8 calcium fluorescence; vehicle 0%, full acetylcholine response 100%; AID 624127; 360,000 tested, 0.14% active;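 active = activation above the run mean over all test wells plus 3 SD, cut at about 32% in these data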;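 also: peak over basal fluorescence ratio per well then scaled between controls; 0% = DMSO wells and 100% = acetylcholine at EC100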
# Target sequence (P08173 whole entry, looked up): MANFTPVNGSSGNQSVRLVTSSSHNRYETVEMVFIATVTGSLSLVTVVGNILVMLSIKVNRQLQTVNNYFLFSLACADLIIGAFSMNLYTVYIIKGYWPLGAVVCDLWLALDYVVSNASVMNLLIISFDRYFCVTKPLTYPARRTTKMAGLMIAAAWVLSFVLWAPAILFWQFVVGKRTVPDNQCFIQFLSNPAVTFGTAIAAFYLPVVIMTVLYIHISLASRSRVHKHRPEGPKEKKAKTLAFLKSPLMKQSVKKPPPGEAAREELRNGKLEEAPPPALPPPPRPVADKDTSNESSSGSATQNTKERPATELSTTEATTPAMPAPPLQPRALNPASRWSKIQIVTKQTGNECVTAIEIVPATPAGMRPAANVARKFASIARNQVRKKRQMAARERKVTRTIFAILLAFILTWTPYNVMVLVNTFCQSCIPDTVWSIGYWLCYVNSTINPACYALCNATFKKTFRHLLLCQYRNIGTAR
# CHRM5 agonist = CHRM5 agonism in calcium assay. P08912. CHO-K1 hM5 cells, Fluo-8 calcium fluorescence; 0% DMSO wells, 100% maximal acetylcholine response. activation, % at 3 µM. 360,000 tested, 0.19% active. AID 624037;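 active = activation above the run's mean over test compounds plus 3 SD, cut at about 23% in these data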;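 also: signal is peak over basal fluorescence ratio across the kinetic read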
# Target sequence (P08912 whole entry, looked up): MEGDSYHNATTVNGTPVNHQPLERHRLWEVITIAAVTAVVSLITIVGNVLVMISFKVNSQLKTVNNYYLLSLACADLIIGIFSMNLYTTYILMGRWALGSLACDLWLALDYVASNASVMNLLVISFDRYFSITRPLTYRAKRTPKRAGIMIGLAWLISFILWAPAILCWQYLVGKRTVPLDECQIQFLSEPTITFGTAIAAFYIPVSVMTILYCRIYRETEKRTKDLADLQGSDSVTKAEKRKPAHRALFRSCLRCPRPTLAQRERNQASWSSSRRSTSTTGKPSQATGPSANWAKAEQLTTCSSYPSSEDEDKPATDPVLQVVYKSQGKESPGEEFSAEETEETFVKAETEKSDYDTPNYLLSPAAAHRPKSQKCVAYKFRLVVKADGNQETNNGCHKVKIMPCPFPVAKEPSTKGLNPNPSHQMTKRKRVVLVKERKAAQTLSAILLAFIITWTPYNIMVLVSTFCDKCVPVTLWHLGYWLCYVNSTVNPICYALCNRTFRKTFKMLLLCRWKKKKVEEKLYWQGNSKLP
# CHRM5 antagonist = antagonists of human muscarinic M5 receptor (CHRM5); P08912; CHO-hM5 cells, Fluo-8 calcium fluorescence, ACh EC80; inhibition, % at 3 µM; 360,000 tested, 0.59% active; AID 624040;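 active = inhibition above a per-plate cutoff, the mean of that plate's test compounds plus 3 SD, cut at about 27% in these data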;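 also: 0% = acetylcholine EC80 with DMSO and 100% = DMSO without agonist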
# M4 antag = blocks acetylcholine activation of human M4 receptor. AID 624125. 360,000 tested, 0.73% active. P08173. CHO-hM4 cells, ACh EC80, Fluo-8 calcium fluorescence. inhibition, % at 3 µM;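 active = inhibition above its plate's cutoff, the mean inhibition of sample wells plus 3 SD, cut at about 27% in these data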;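 also: 0% = acetylcholine EC80 with DMSO and 100% = DMSO without agonist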
# M5 PAM = CHRM5 positive allosteric modulation; P08912; CHO-K1 hM5, Fluo-8 calcium, ACh EC20 PAM; 0% = ACh EC20, 100% = ACh EC100; activation, % at 3 µM; AID 624038; 360,000 tested, 0.3% active;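 active = activation above the run cutoff, the mean activation of all test compounds plus 3 SD, cut at about 18% in these data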
#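 Replicates: One well per compound, no replicates | System: Human M5 receptor in CHO-K1 cells | Benchmarks: Low control EC20 acetylcholine (0%), high control EC100 acetylcholine (100%) | Probe or stimulus: Acetylcholine, EC20 level | Times: Fluo-8 loading 80 min at 37 °C plus 30 min room temperature | Signal: Intracellular calcium via Fluo-8 fluorescence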
# M1 PAM = potentiates human M1 receptor response to acetylcholine; CHO-K1 hM1, Fluo-8 calcium fluorescence, ACh EC20; 0% = ACh EC20, 100% = maximal ACh; activation, % at 3 µM; 360,000 tested, 0.088% active; AID 588819; in the data active = activation above about 19%, passing the limit was not always enough
# CHRM4 PAM = CHRM4 positive allosteric modulation. P08173. CHO-K1 hM4/Gqi5, Fluo-8 calcium fluorescence, ACh EC20; 0% = ACh EC20, 100% = maximal ACh. activation, % at 3 µM. 360,000 tested, 0.4% active;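 active = activation above its plate's cutoff, the mean activation of sample wells plus 3 SD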; also: some results filed as inactive read as strong as hits
# M1 antag = human CHRM1 antagonism | inhibition, % at 3 µM | P11229 | 360,000 tested, 1.3% active | CHO-K1 hM1, Fluo-8 calcium fluorescence, ACh EC80 antagonist;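 active = percent inhibition above its own plate's cutoff, namely the mean of that plate's compound wells plus 3 SD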;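 also: peak over basal fluorescence ratio during 140 s after agonist addition; 0% = ACh EC80 plus DMSO and 100% = DMSO alone without agonist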
# An asterisk follows results filed as active; · = not tested or not shown.
SMILES,CRFBP-R2 agonist,M4 ag,CHRM5 agonist,CHRM5 antagonist,M4 antag,M5 PAM,M1 PAM,CHRM4 PAM,M1 antag
O=C(c1ccc(F)cc1Cl)N(Cc1ccco1)C1CCS(=O)(=O)C1 (stereo not given),0.2,1,1,4,-10,5,3,2,-4
CCN1C(=O)N(C)C(N(O)C(=O)NC)C1(C)C (stereo not given),-0.8,0,0,-1,0,0,7,5,-5
CCCCC1(C)OC(=O)C(=Cc2ccc(N(C)C)cc2)C(=O)O1 (stereo not given),9.4,0,1,1,0,-6,6,-3,-4
Cc1c(C(=O)OCC(=O)NCC2CCCO2)cccc1[N+](=O)[O-] (stereo not given),0.5,1,0,0,-5,0,8,5,-13
CCc1ccc2c(c1)cc(CN(C(=S)Nc1ccccc1C)C1CC1)c1nnnn12,2.4,0,1,0,8,-2,3,-6,-4
O=C(/C=C/c1ccccc1)NC(NC(=S)Nc1cccc(Cl)c1)C(Cl)(Cl)Cl (stereo not given),0.2,8,-1,11,-2,-17,-8,-7,27
O=[N+]([O-])c1ccc(NNS(=O)(=O)c2cc(Cl)ccc2Cl)nc1,0.8,3,2,-7,-12,-1,8,0,-11
CCCC1=NN2C(=N)/C(=C\c3ccc(OCCOc4ccc(NC(C)=O)cc4)c(OC)c3)C(=O)N=C2S1,-2.7,1,-3,2,-6,0,-1,2,6
CC(=O)c1cn(CC(=O)NCC2CCCO2)c2ccccc12 (stereo not given),0.7,1,-3,-7,-6,-8,-5,-4,9
COc1ccc(C(=O)/C=C2/Sc3cc4c(cc3N2C)OCO4)cc1,-1.6,1,0,-4,-5,7,0,18,11
Cc1ccc(NC(=O)c2cccc(S(=O)(=O)NCc3ccccc3)c2)nc1,-0.2,7,-1,3,-2,-6,5,3,7
CC(NC(=O)COC(=O)c1ccc([N+](=O)[O-])o1)c1ccccc1 (stereo not given),-3.4,0,0,16,-4,0,11,5,-13
O=C(O)C1CSC2(c3ccc(Br)cc3)CCC(=O)N12 (stereo not given),0.5,0,-3,-7,-5,-2,9,0,0
CCN(CC)c1cnn(C/C(=N\OC)c2ccc(Cl)cc2)c(=O)c1Br,0.9,-2,-9,10,5,-1,-4,4,2
CN(C)S(=O)(=O)c1ccc(N2CCCC2)c(C(=O)Nc2ccccc2F)c1,-0.9,2,0,3,-2,-3,2,6,-3
O=C(NNc1ncc(C(F)(F)F)cc1Cl)c1ccc(Cl)c(Cl)c1,0.4,0,9,-14,-1,15,0,-2,2
Cc1ccc2cc(CN(Cc3ccco3)C(=S)NCC3CCCO3)c(=O)[nH]c2c1 (stereo not given),-1.6,4,2,-2,0,7,-2,-2,6
COC(=O)c1ccc(C)c(NC(=O)c2ccc(Cl)c([N+](=O)[O-])c2)c1,6.7,0,-1,4,6,-5,1,-2,1
COc1ccc(-c2cn3cccnc3n2)cc1F,-0.2,0,0,-5,8,18*,11,1,-7
COC(=O)c1ccccc1NC(=O)Nc1ccc(C)cn1,26,0,-4,6,9,2,8,-1,-14
CN(Cc1cccnc1)Cc1cn(C)nc1-c1cccc(Cl)c1,-0.9,1,-1,14,-1,-8,-4,-8,12
O=C(NCc1cccnc1)c1ccc(NC(=O)c2ccc([N+](=O)[O-])cc2)cc1,3.0,2,-2,-6,-10,2,12,1,-9
COc1cccc(-c2cc3nc(C)cc(N4CCN(C(=O)c5ccoc5)CC4)n3n2)c1,1.0,10,2,4,-10,-4,-1,4,-6
CN(CCOc1ccccc1)CC(=O)Nc1cc([N+](=O)[O-])ccc1Cl,1.9,0,-3,0,-12,3,-6,3,15
COc1ccc(/C=C2\SC(c3ccc(C)cc3)=NC2=O)cc1OC,132*,-1,0,1,-7,-2,4,4,-5

# Additional records:
SMILES,CRFBP-R2 agonist,M4 ag,CHRM5 agonist,CHRM5 antagonist,M4 antag,M5 PAM,M1 PAM,CHRM4 PAM,M1 antag
CCOC(=O)c1c(CN2CCN(CC#N)CC2)n(C)c2cc(Br)c(OC)cc12,0.5,2,-4,10,5,-2,5,6,-6
O=C(Nc1ccc(Cl)cc1)N1CCOC12CCC1(CC2)OCCO1,-1.4,2,1,-6,-8,16,-1,4,7
c1ccc(-c2nnc(OCc3cccnc3)c3ccccc23)cc1,-1.8,1,-2,4,-14,0,5,8,-6
COc1ccc(/C=N/NC(=O)CN(C2=NS(=O)(=O)c3ccccc32)c2ccccc2)cc1,-3.4,3,2,2,2,0,1,0,-1
O=[N+]([O-])c1ccccc1Oc1ccc(S(=O)(=O)N2CCOCC2)cc1,5.4,11,-1,-5,-25,-9,0,3,-1
O=C(O)c1ccc2c(c1)C(=O)N(NC(=O)c1ccc(O)cc1)C2=O,6.3,1,-1,1,2,-1,-1,-2,7
COC(=O)N1CCC2CC1c1c(Cl)cccc12 (stereo not given),·,-1,1,0,0,4,9,3,-9
O=C(Cc1ccccc1F)c1ccc(O)cc1O,-0.5,2,-2,-4,2,5,-5,-3,7
CCC1CSC(Nc2ccc(C(=O)/C=C/c3cccc(C)c3)cc2)=N1 (stereo not given),11,1,-7,-1,-8,-16,-12,-11,6
CC(C)C(=O)N1CCC1(C)C(=O)Nc1ccc2cn[nH]c2c1 (stereo not given),·,1,0,-1,-2,1,0,2,-11
COCC(=O)Nc1ccc(S(=O)(=O)Nc2ccccn2)cc1,-0.4,0,-1,6,2,-2,6,4,-3
CC(C)CNC(=O)COC(=O)c1cccc(S(=O)(=O)NCC(F)(F)F)c1,0.0,1,-5,9,9,0,2,-6,-4
COc1ccccc1C(=O)CN1C(=O)NC2(CCCc3ccccc32)C1=O (stereo not given),-0.8,4,1,15,-4,-6,16,4,-9
CSCC[C@H](NC(=O)OC(C)(C)C)c1nnc(SCC(N)=O)o1,2.7,2,-3,-3,5,1,9,7,-17
O=C(CNC(=O)c1cccnc1)N/N=C/c1ccc(O)cc1O,-1.6,1,-2,18,2,-3,19,-1,-5
COCCCNCCCOc1ccc(C)cc1Br,-2.8,2,-3,-4,7,1,-6,-3,12
Cc1c(C(=O)N2CCOCC2)c(S(=O)(=O)Nc2ccccc2F)c(C)n1C,2.5,8,-2,6,-8,-7,-1,3,6
COC(=O)C(C(=O)OC)C1C=CCN(C(C)=O)C1 (stereo not given),-1.6,1,0,-3,-6,4,11,7,-20
Cc1ccc(-n2c(C)nnc2SCC(=O)Nc2ccccc2)cc1,-0.8,-1,1,7,10,-2,1,-2,-18
COC(=O)[C@]1(S(=O)(=O)c2ccccc2)C[C@@H]2ON=C(c3ccc(OC)cc3)[C@@H]2C1,0.3,5,-2,8,7,3,8,1,-8
O=C1Nc2ccc(Br)cc2/C1=N\N=C\C1=C(N2CCOCC2)C(=C/c2ccccc2)/CC1,-3.2,0,3,12,-3,-4,-10,4,18
COc1ccc(C(=O)N2CCCN(C)CC2)c(OC)c1,-0.8,0,4,-6,-6,0,8,2,-2
CN=C(Nc1cccc(S(=O)(=O)N2CCOCC2)c1)c1ccccc1,-0.7,2,1,6,3,-6,-6,4,7
CC(C)CN(C(=O)COC(=O)Cc1c[nH]c2ccccc12)c1c(N)n(Cc2ccccc2)c(=O)[nH]c1=O,-3.4,10,2,3,-11,1,15,9,-12
COC(=O)c1c(C(=O)OC)c2n(c1C)Cc1ccccc1C2,-0.3,2,-1,1,5,5,3,5,-8

# A few values from the entries so far:
# M1 PAM, c1ccc(-c2nnc(OCc3cccnc3)c3ccccc23)cc1 : 5
# CRFBP-R2 agonist, CN=C(Nc1cccc(S(=O)(=O)N2CCOCC2)c1)c1ccccc1 : -0.7
# CHRM5 antagonist, O=[N+]([O-])c1ccccc1Oc1ccc(S(=O)(=O)N2CCOCC2)cc1 : -5
# CRFBP-R2 agonist, CCC1CSC(Nc2ccc(C(=O)/C=C/c3cccc(C)c3)cc2)=N1 (stereo not given) : 11
# M5 PAM, COCC(=O)Nc1ccc(S(=O)(=O)Nc2ccccn2)cc1 : -2
# M4 ag, COC(=O)C(C(=O)OC)C1C=CCN(C(C)=O)C1 (stereo not given) : 1

# Reprinted from above for reference:
SMILES,CRFBP-R2 agonist,M4 ag,CHRM5 agonist,CHRM5 antagonist,M4 antag,M5 PAM,M1 PAM,CHRM4 PAM,M1 antag
CCN(CC)c1cnn(C/C(=N\OC)c2ccc(Cl)cc2)c(=O)c1Br,0.9,-2,-9,10,5,-1,-4,4,2
CN(C)S(=O)(=O)c1ccc(N2CCCC2)c(C(=O)Nc2ccccc2F)c1,-0.9,2,0,3,-2,-3,2,6,-3
O=C(NNc1ncc(C(F)(F)F)cc1Cl)c1ccc(Cl)c(Cl)c1,0.4,0,9,-14,-1,15,0,-2,2

# An excerpt of these results, bar-delimited:
Structure | CRFBP-R2 agonist | M4 ag | CHRM5 agonist | CHRM5 antagonist | M4 antag | M5 PAM | M1 PAM | CHRM4 PAM | M1 antag
CC(C)CNC(=O)COC(=O)c1cccc(S(=O)(=O)NCC(F)(F)F)c1 | 0.0 | 1 | -5 | 9 | 9 | 0 | 2 | -6 | -4
COc1ccccc1C(=O)CN1C(=O)NC2(CCCc3ccccc32)C1=O (stereo not given) | -0.8 | 4 | 1 | 15 | -4 | -6 | 16 | 4 | -9
CSCC[C@H](NC(=O)OC(C)(C)C)c1nnc(SCC(N)=O)o1 | 2.7 | 2 | -3 | -3 | 5 | 1 | 9 | 7 | -17
O=C(CNC(=O)c1cccnc1)N/N=C/c1ccc(O)cc1O | -1.6 | 1 | -2 | 18 | 2 | -3 | 19 | -1 | -5

# (further entries)
SMILES,CRFBP-R2 agonist,M4 ag,CHRM5 agonist,CHRM5 antagonist,M4 antag,M5 PAM,M1 PAM,CHRM4 PAM,M1 antag
Cc1cccc(OCC(=O)NC(=S)Nc2ccc(S(=O)(=O)NC3CCCCC3)cc2)c1,4.9,4,1,10,2,-9,-8,-1,5
COC(=O)N/N=C/c1cccs1,3.2,1,-3,-3,1,4,9,5,-8
CN(C)C(=O)c1cc([N+](=O)[O-])ccc1O,0.9,0,1,4,9,1,-1,-12,7
COc1ccc(C)cc1NS(=O)(=O)c1ccc(NC(=O)CN(c2cc([N+](=O)[O-])ccc2C)S(C)(=O)=O)cc1,0.1,4,1,1,15,6,8,0,-5
O=C(NCc1ccccc1OC(F)(F)F)C1CCC(=O)N(CCCN2CCOCC2)C1 (stereo not given),-0.9,1,-1,-4,8,2,-5,-5,4
O=C(Nc1cccc(C(F)(F)F)c1)C(Sc1ncnc2ccccc12)c1ccccc1 (stereo not given),30,0,-1,14,3,-8,4,0,-7
COc1ccc(CCN2C(=O)CC(Cc3ccc(Br)cc3)C2=O)cc1OC (stereo not given),-6.3,2,-1,-8,1,-3,5,-7,-9
CC1Sc2ccc(S(=O)(=O)N(C)Cc3ccccc3)cc2NC1=O (stereo not given),-2.4,19,4,-10,0,-10,-15,-17,20
O=C(NNc1nc2c(F)cccc2s1)C1=COCCO1,-2.1,2,3,3,4,9,4,5,11

# Source: PubChem
